# Bioassay records deposited in PubChem by several laboratories.
# HCV NS3 hel inh: HCV NS3 helicase inhibition | 290,000 tested, 0.56% active | inhibition, % at 10.9 µM | NS3 helicase DNA unwinding, Cy5 molecular beacon fluorescence | AID 1800;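 active = inhibition above the mean of all tested compounds plus 3 SD, set per campaign, cut at about 35% in these data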;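 also: 0% = DMSO wells and 100% = thioflavine S control wells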
#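 System: Hepatitis C virus NS3 helicase domain fragment enzyme | Reagent: Annealed dual-labelled DNA beacon duplex, ATP-started | Compound dosing: 10.9 µM single point, 0.8% DMSO | Incubation: 1 h reaction at 25 °C, ATP-initiated | Technique: Cy5 fluorescence | Evaluation: Percent inhibition from t60/t0 fluorescence ratio | Benchmarks: Low DMSO, high thioflavine S at 110 µM | Replication: Singlicate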
# UBC9 SUMO inh: SUMOylation inhibition; P63279; HTRF SUMOylation assay, SAE1/SAE2 + UBC9, in vitro; inhibition, % at 35 µM; 290,000 tested, 0.36% active; in the data active = inhibition above about 50%, passing the limit was not always enough; also: strong numbers were not always called active
# Target sequence (P63279 whole entry, looked up): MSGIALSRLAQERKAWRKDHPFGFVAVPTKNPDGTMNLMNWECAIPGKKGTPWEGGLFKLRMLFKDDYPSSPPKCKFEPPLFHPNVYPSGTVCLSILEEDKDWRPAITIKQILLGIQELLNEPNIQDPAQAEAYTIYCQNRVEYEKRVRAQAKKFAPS
# MEKK2 WT-MEK5: raises or lowers MEK5 binding to wildtype human MEKK2 PB1 domain; binding response (% of control), % at 10 µM; Q9Y2U5; bead flow cytometry, Alexa488-MEK5 binding to MEKK2 WT; actives lie on both sides; 290,000 tested, 1.1% active; in the data active = binding response below about 67% or above about 130%
# DNA FID counter: displaces DNA intercalator in HCV helicase counter-screen; DNA fluorescent intercalator displacement, fluorescence; inhibition, % at 7.9 µM; 290,000 tested, 0.17% active; in the data active = inhibition above about 37%;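 also: 0% = vehicle and 100% = reference compound; higher means more ethidium bromide displaced from hairpin DNA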
# MEKK2 mut-MEK5: signal of MEK5 binding to mutant human MEKK2 PB1 domain. bead flow cytometry, Alexa488-MEK5 binding to MEKK2 mutant. percent response, % at 10 µM. 290,000 tested, 0.35% active; in the data active = percent response above about 24%, passing the limit was not always enough; also: inactives centre near 1; some results filed as inactive read as strong as hits
# MEKK3 PB1 HTS: modulators (inhibitors or enhancers) of MEK5 binding to human MEKK3 PB1 domain | Q99759 | bead-based flow cytometry, Alexa488-MEK5 binding to MEKK3; actives lie on both sides; 0 = blocked by unlabeled MEK5, 100 = vehicle | binding response (% of control), % at 10 µM | 290,000 tested, 1.4% active | AID 1529;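 active = binding response more than 3 SD above or below the average of its plate-row segment, actives on both sides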;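 also: Alexa488 bead fluorescence after subtracting the streptavidin-only scavenger bead signal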
# Target sequence (Q99759 whole entry, looked up, the tested form may be a part): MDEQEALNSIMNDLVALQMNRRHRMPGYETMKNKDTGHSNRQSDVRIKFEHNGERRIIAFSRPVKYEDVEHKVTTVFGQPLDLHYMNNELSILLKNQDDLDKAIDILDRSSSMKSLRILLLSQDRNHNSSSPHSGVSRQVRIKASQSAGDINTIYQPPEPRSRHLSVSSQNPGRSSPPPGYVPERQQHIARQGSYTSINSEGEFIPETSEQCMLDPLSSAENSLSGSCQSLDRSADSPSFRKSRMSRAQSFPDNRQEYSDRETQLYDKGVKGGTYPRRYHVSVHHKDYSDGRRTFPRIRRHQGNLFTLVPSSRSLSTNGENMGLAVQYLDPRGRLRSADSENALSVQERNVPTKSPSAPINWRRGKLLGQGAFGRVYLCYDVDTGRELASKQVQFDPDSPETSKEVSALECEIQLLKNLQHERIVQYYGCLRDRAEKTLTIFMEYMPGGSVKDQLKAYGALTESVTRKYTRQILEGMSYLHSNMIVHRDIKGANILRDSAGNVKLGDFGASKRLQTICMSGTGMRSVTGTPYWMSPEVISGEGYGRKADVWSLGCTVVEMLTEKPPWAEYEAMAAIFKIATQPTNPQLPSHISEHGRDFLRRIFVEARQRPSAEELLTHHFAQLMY
# CRFBP-R2 block: antagonists of CRF-binding protein/CRF-R2 receptor complex. HEK293 CRF-R2/CRF-BP, CRF-induced calcium fluorescence. inhibition, % at 11.8 µM. 350,000 tested, 0.59% active. AID 588475;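 active = inhibition of the ligand-induced calcium signal above about 50% at the single tested concentration, limit read from the data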
# GalR3 antagonist: antagonists of human GalR3; HEK293 GalR3-CNG cAMP membrane potential fluorescence; galR3 body fused to GalR1 C-terminus; inhibition, % at 3 µM; O60755; 360,000 tested, 0.44% active;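 active = inhibition above the screen-wide average plus 3 SD, cut at about 13% in these data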;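 also: forskolin and galanin both at EC90 stimulate the cells; cAMP rise reported by CNG channel membrane potential dye signal; 0% = forskolin plus galanin with DMSO and 100% = forskolin alone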
# CRFBP-R2 agonist: CRF-BP/CRF-R2 complex agonism; HEK293 CRF-R2/CRF-BP, calcium dye fluorescence (FLIPR); percent of saturating CRF peptide response; activation, % at 13.2 µM; 350,000 tested, 0.46% active; AID 588473;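 active = activation of at least 50%, plus an integration ratio under a set limit after plate pattern correction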;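 also: plate controls were neutral control wells without compound for no effect and CRF at EC100 for full effect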
# Numbers without * were called inactive; · = not tested or not shown. A portion of the library. The share of hits here may be higher or lower than overall.
# Value order: HCV NS3 hel inh | UBC9 SUMO inh | MEKK2 WT-MEK5 | DNA FID counter | MEKK2 mut-MEK5 | MEKK3 PB1 HTS | CRFBP-R2 block | GalR3 antagonist | CRFBP-R2 agonist
[1] COc1ccccc1NC(=O)Cc1c(F)cccc1Cl
  -7 | -2 | 102 | -5 | 3 | 96 | 25 | -4 | 0.9
[2] COC(=O)Nc1nnc(COc2cccc(C)c2)s1
  -16 | 10 | 84 | -12 | -13 | 96 | -67 | -5 | 11
[3] CCC(C(=O)NCc1ccco1)n1nc(C)c2c(C)n(-c3ccc(C)cc3)nc2c1=O (stereo unspecified)
  -11 | 2 | 97 | -42 | -3 | 98 | 3 | 0 | 0.3
[4] Cc1ccc([N+](=O)[O-])cc1NC(=O)c1ccccc1
  -4 | 26 | 80 | 1 | -19 | 70 | -7 | 1 | 0.9
[5] CC(C)(C)C(=O)Nc1ccc(S(=O)(=O)Nc2nccs2)cc1
  0 | -5 | 112 | -8 | 10 | 108 | -15 | -11 | -0.4
[6] COc1ccc(NC(=O)c2sc3ncnc(N4CCN(c5ccccn5)CC4)c3c2C)cc1Cl
  -32 | -2 | 100 | -25 | -8 | 98 | -5 | 1 | 3.8
[7] CCOc1ccc(-n2cnnn2)cc1S(=O)(=O)NC1CC1
  2 | -2 | 107 | 2 | 8 | 104 | 4 | -6 | 0.7
[8] COc1cc(NC(=O)c2ccc(C)cc2)c(OC)cc1NC(=O)CN1CCOCC1
  2 | -10 | 100 | -27 | 3 | 103 | 14 | -1 | -1.3
[9] CC1(C(=O)NC2CCCC2)CCC(=O)N1CCC1=CCCCC1 (stereo unspecified)
  -3 | 16 | 95 | -20 | -8 | 93 | 1 | 0 | 0.0
[10] O=C(Cn1cnc2ccccc2c1=O)N(Cc1ccco1)c1ccc(O)cc1
  2 | -3 | 92 | 2 | 1 | 94 | 9 | -3 | -2.5
[11] CC(=O)c1ccc(OC(=O)CN2C(=O)c3ccccc3C2=O)cc1
  5 | 20 | 100 | -7 | 2 | 101 | 1 | -7 | -0.3
[12] COc1ccc(C(C(=O)NC(C)(C)C)N(C(=O)CCC(=O)Nc2cc(C)on2)c2cccc(F)c2)cc1 (stereo unspecified)
  -12 | 1 | 101 | -44 | 5 | 101 | 2 | -3 | -1.1
[13] O=C(NCc1nnc2c(C(F)(F)F)cc(Cl)cn12)c1ccc(Br)o1
  3 | 0 | 104 | -11 | 1 | 100 | 0 | -8 | 1.6
[14] Cc1cc(C)n(-c2ccc(F)cc2CN2CCN(C3CCCC3)C(CCO)C2)n1 (stereo unspecified)
  2 | 14 | 99 | 6 | -2 | 100 | 28 | -7 | -1.8
[15] COc1ccc(Nc2nc(-c3cccnc3)nc3ccccc23)cn1
  9 | 17 | 102 | -19 | 2 | 101 | -41 | -8 | 14
[16] O=C(O)CSc1c2c(nc3cc(C(=O)Nc4cccc(C(F)(F)F)c4)ccc13)CCC2
  -9 | -5 | 102 | 2 | 0 | 101 | 3 | 1 | -1.1
[17] COC(=O)c1ccc(Oc2nc(NC(C)C)nc(NC(C)C)n2)cc1
  8 | 7 | 89 | -21 | -17 | 87 | -8 | 3 | -0.5
[18] O=C(CN1C2CCCC1CC(NC(=O)c1ccccc1)C2)Nc1ccccc1C(F)(F)F (stereo unspecified)
  -9 | -3 | 95 | -21 | 1 | 97 | 7 | -4 | 1.0
[19] Nc1ccc(Cl)c(S(=O)(=O)Nc2ccc(Cl)cc2)c1
  -14 | 4 | 90 | -3 | -14 | 87 | 2 | -8 | -0.8
[20] CCCN(CCC)CCCNC(=S)Nc1ccc2nc(N3CCN(CC)CC3)cc(C)c2c1
  -1 | 4 | 120 | 37 | 6 | 105 | 14 | -4 | 0.8

# (cont.)
# Value order: HCV NS3 hel inh | UBC9 SUMO inh | MEKK2 WT-MEK5 | DNA FID counter | MEKK2 mut-MEK5 | MEKK3 PB1 HTS | CRFBP-R2 block | GalR3 antagonist | CRFBP-R2 agonist
[21] COc1cc(NC(=O)c2ccnnc2)cc(C(=O)Nc2cccc(C(F)(F)F)c2)c1
  · | 12 | 78 | · | 4 | 89 | 2 | -1 | -1.7
[22] COc1ccc(N2CCN(CCNC(=O)Nc3cc(Cl)ccc3OC)CC2)cc1
  -89 | 0 | 115 | 11 | 10 | 106 | -1 | -12 | -0.9
[23] COc1ccc(CC(=O)c2ccc(O)cc2O)cc1
  -1 | 13 | 89 | -2 | 1 | 87 | 1 | -8 | -0.1
[24] Cc1ccc(-c2noc(C3CCCN(C(=O)C4CCCCC4)C3)n2)o1 (stereo unspecified)
  4 | -2 | 111 | -35 | 6 | 106 | -9 | -6 | -0.8
[25] CCC1CCCCN1C/C=C/c1ccccc1[N+](=O)[O-] (stereo unspecified)
  -1 | 18 | 118 | 17 | 14 | 116 | -22 | -6 | 2.1
[26] Cc1cc(=O)c2ccc(Cl)cc2[nH]1
  2 | 13 | 100 | -2 | -3 | 106 | -2 | -2 | -0.1
[27] COc1cc2cc(C#N)c(SCC(=O)Nc3cc(C)on3)nc2cc1OC
  3 | -6 | 102 | -11 | 1 | 97 | -7 | -8 | 0.6
[28] COC(=O)c1ccc(NC(=O)CCOc2ccccc2)cc1
  5 | -5 | 97 | -1 | -2 | 104 | 5 | 3 | -0.3
[29] CCN(CC)S(=O)(=O)c1ccc(C(=O)NCCCN=C2NS(=O)(=O)c3ccccc32)cc1
  -2 | 12 | 104 | -16 | -2 | 68 | -19 | 0 | 2.1
[30] Cn1c(=O)oc2cc(S(=O)(=O)N3CCC(C(=O)NCC4COc5ccccc5O4)CC3)ccc21 (stereo unspecified)
  6 | 3 | 103 | 0 | 0 | 97 | 21 | 9 | -1.8
[31] Clc1cccc(/C=N/N2CCN(Cc3ccccc3)CC2)c1
  -8 | -3 | 115 | -4 | 9 | 107 | -3 | -13 | 0.0
[32] CC1Cc2ccccc2N1C(=O)CSc1nnc(NC(=O)Cc2cccs2)s1 (stereo unspecified)
  4 | 16 | 113 | -5 | 0 | 109 | -10 | -5 | -0.5
[33] O=S(=O)(c1ccc2c(c1)OCCO2)N1CCN(c2nc(-c3cccnc3)nc3ccccc23)CC1
  -4 | 3 | 104 | -1 | 1 | 103 | · | · | ·
[34] COc1ccccc1NC(C#N)c1ccccc1OCc1ccccc1 (stereo unspecified)
  -2 | -1 | 100 | 4 | 0 | 88 | 10 | -9 | -1.4
[35] O=C(Nc1nccs1)c1ccc(N2C(=O)[C@@H]3[C@H](C2=O)[C@H]2C=C[C@@H]3C2)cc1
  -7 | 20 | 100 | -14 | -3 | 98 | 12 | -3 | 3.0
[36] CN(C)/C=N/c1ncc(C(=O)c2ccccc2)s1
  0 | -4 | 93 | 0 | -5 | 94 | 10 | -5 | 0.2
[37] O=C(c1ccc2c(c1)OCO2)N1CCN=C1SCc1ccccc1
  0 | 9 | 99 | -11 | 0 | 102 | -8 | 0 | -0.3
[38] COc1ccc(NS(=O)(=O)c2cccc(C(=O)NCC(c3ccc(F)cc3)N3CCOCC3)c2)cc1 (stereo unspecified)
  -4 | -12 | 111 | -20 | 3 | 102 | -3 | -5 | -0.5
[39] Cc1ccnc(N/C=C(/NC(=O)c2ccccc2)C(=O)N/N=C\c2ccc(Cl)cc2)n1
  -13 | -2 | 74 | -17 | -27 | 81 | 11 | 6 | -1.4
[40] O=C(CC1Sc2ccccc2NC1=O)NCc1ccccc1 (stereo unspecified)
  -12 | 22 | 103 | -2 | 6 | 102 | 3 | 4 | -1.7

# Later entries:
# Value order: HCV NS3 hel inh | UBC9 SUMO inh | MEKK2 WT-MEK5 | DNA FID counter | MEKK2 mut-MEK5 | MEKK3 PB1 HTS | CRFBP-R2 block | GalR3 antagonist | CRFBP-R2 agonist
[41] Cn1nnnc1SCC1=C(C(=O)O)N2C(=O)C(NC(=O)C3CC3c3ccccc3)C2SC1 (stereo unspecified)
  24 | 0 | 102 | -22 | -3 | 99 | 8 | -5 | 0.1
[42] CCOC(=O)c1c(C)[nH]c(C)c1C(=O)CSc1nnc(-c2ccncc2)n1C
  -3 | 11 | · | -10 | · | · | 6 | -6 | 1.4
[43] CCCC(CCC)C(=O)NCCN1CCOCC1
  -4 | 15 | 110 | 6 | 17 | 110 | 14 | 0 | -1.1
[44] Cc1ccc(NC(=O)C2C3C=CC4(O3)C2C(=O)N(CCCN2CCCCC2)C4C(=O)NC2CCCCC2)cc1Cl (stereo unspecified)
  -19 | 2 | 110 | 5 | 3 | 101 | 3 | -8 | -0.9
[45] COc1cccc(C(=O)C[n+]2ccccc2/C=N/O)c1
  3 | -7 | 98 | 0 | -3 | 92 | -6 | -5 | -1.2
[46] CCn1c2ccccc2c2cc(NC(=O)c3cc(OC)cc(OC)c3)ccc21
  17 | -3 | 100 | -6 | 1 | 101 | 13 | 3 | -1.3
[47] O=C(CC1CCCCC1)NC1CCCC1
  -6 | -4 | 96 | 0 | 1 | 97 | -7 | -4 | -1.5
[48] Cc1ccc(C(=O)N/N=C\C=C\c2ccccc2[N+](=O)[O-])cn1
  -2 | 21 | 97 | -5 | -1 | 101 | -5 | -4 | -1.6
[49] COC(=O)c1sc(N)c(C(=O)OC)c1CSc1nnc(-c2ccccc2Cl)n1C
  -3 | 25 | 94 | -28 | -2 | 94 | -25 | -7 | -3.8
[50] Cc1ccc(NC(=O)CCc2ccc(S(=O)(=O)NC3CCCCC3)cc2)cc1
  -2 | 10 | 108 | -18 | 5 | 112 | -19 | 0 | -1.9
[51] CCOc1ccc(S(=O)(=O)Nc2cccc(C(=O)NCC(c3ccc(OC)cc3)N3CCOCC3)c2)cc1 (stereo unspecified)
  -39 | -5 | 116 | -11 | 9 | 108 | -18 | 0 | -0.7
[52] Cc1ccc2nsnc2c1S(=O)(=O)NCc1cccnc1
  -1 | 22 | 101 | -2 | 1 | 101 | -11 | -3 | -0.5
[53] CC(=O)NC(=S)Nc1cccc([N+](=O)[O-])c1
  3 | 15 | 105 | 1 | 10 | 104 | 5 | -2 | 1.3
[54] CC1CC(C)(C)N(C(=O)CSc2ccc(-c3ccc(F)cc3)nn2)c2ccccc21 (stereo unspecified)
  -1 | -1 | 101 | -2 | 2 | 106 | -25 | -5 | -0.6
